# Mm-Cpn inhibitor: blocks the Methanococcus maripaludis chaperonin Mm-Cpn | purified Mm-Cpn ATPase, ADP Transcreener TR-FRET | Potency, µM (top dose mostly 76.9 µM), inactives show top-dose activity, negative = inhibition, hits mostly inhibitors | hit rate 0.031% among 330,000; further: potency means the concentration at half of the fitted maximal effect; on the % scale 0 is the no-effect control and ±100 the full control effect; nearly all actives have a fitted effect of over 80% in size
#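 Purified archaeal chaperonin (25 nM final) was preincubated with compound for 10 min at 37°C, then ATP (10 uM final) was added for 30 min at 37°C in Tris pH 7.4/KCl/MgCl2/DTT buffer. ADP was quantified by HTRF Transcreener TR-FRET.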
# HEK293 tox: cytotoxicity in counter-screen for GLP-1R inverse agonists | hit rate 0.13% among 410,000 | HEK293 cAMP-luciferase reporter cells, luminescence, 24 h | AID 624418 | Potency, µM (doses to about 38.3 µM), inactives show top-dose activity change, negative = inhibition, most hits filed as inhibitors;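 further: loss of luciferase light is scored as toxicity; potency means the concentration at half of the fitted maximal effect; on the % scale 0 is the no-effect control and ±100 the full control effect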
#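 Step one: seed cells (200 cells/uL, DMEM with 10% Nu serum, 1% pen-strep). Step two: 12-hour incubation at 37 deg C. Step three: pin 23 nL compound, incubate 24 hr. Step four: add luciferase reagent, read luminescence 12 min later.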
# PTHR1 agonist: activates the human parathyroid hormone receptor PTHR1; Q03431; HEK293 GP2 PTHR1 cells, GloSensor cAMP luminescence, 1 h; hit rate 0.075% among 410,000; AID 743266; Potency, µM (doses to about 115 µM), without a hit: at the top dose activation, actives largely listed as activators; further: potency means the concentration at half of the fitted maximal effect; nearly all actives have a fitted effect of over 55% in size; some results filed as inactive show a strong effect at the top dose; inactives centre near -15; many of its hits are not listed in these tables
# Target sequence (Q03431 whole entry, looked up): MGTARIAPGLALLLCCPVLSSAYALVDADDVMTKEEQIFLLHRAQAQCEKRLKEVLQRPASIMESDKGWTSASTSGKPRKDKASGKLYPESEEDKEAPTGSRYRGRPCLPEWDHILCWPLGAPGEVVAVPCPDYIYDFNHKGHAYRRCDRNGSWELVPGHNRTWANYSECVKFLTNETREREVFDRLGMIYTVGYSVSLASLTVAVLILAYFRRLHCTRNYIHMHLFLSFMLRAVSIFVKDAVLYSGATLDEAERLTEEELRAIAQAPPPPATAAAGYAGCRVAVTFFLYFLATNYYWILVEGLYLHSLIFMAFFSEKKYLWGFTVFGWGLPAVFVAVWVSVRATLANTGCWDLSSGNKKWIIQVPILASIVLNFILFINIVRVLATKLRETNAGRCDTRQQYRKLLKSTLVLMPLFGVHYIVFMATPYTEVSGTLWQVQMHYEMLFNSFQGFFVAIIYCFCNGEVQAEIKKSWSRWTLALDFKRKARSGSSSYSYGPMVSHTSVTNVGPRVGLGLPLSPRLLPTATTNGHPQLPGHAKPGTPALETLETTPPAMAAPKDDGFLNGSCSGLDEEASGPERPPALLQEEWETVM
#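 HEK-293-derived GP2 cells expressing PTHR1 and a GloSensor cAMP reporter, 3,000/well, plated overnight, given luciferin plus IBMX (each 0.5 mM as added) for 1 h at 37 °C, then compound for 1 h at 37 °C. Luminescence was read after 15 min at room temperature.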
# FUS yeast rescue: suppressors of FUS proteinopathy in yeast; S. cerevisiae FUS-expressing, growth rescue, OD600, 24 h; Potency, µM (top dose mostly 76.6 µM), for inactives: at the highest dose growth rescue (activation), actives largely listed as activators; hit rate 0.24% among 390,000; AID 1347120;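 further: potency means the concentration at half of the fitted maximal effect; plate controls were DMSO vehicle for no effect and reference control for full effect; nearly all actives have a fitted effect of over 55% in size; some results filed as inactive show a strong effect at the top dose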
#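 Restored growth of FUS-toxic S. cerevisiae, read as 600 nm absorbance after 24 h at 30C in galactose medium (starting OD 0.005). Controls CP55940 and DMSO.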
# pAkt inh: Akt phosphorylation inhibition. Neuro2A IGF-stimulated pAkt S473 HTRF, 20 min; hits give low values. activity change, % for hits at 50 µM. hit rate 0.32% among 360,000. AID 651550; in the data active means activity change below about -80%; inconclusive means mostly about -51% to -80%; further: on the % scale 0 is the no-effect control and ±100 the full control effect
#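 Single-point screen (50 µM final compound) in Neuro2A cells stimulated 20 min with 6 nM IGF at 37 deg C. After lysis, Ser473-phosphorylated Akt read by HTRF (ex 330 nm, em 615/665 nm) as the 665/615 ratio.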
# TDP-43 yeast inh: inhibitors of TDP-43 toxicity in yeast; TDP-43 expressing yeast growth rescue, BacTiter-Glo, 24 h; Potency, µM (series often up to 46.1 µM), for inactives: at the top dose growth rescue (activation), usual class: activators; hit rate 1.8% among 410,000; AID 652104; further: potency means the concentration at half of the fitted maximal effect; % of control where 0% means no effect; nearly all actives have a fitted effect of over 50% in size
#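 Galactose-induced TDP-43 yeast, OD600=0.02, compound pinned; 24 hr, 30 deg C; BacTiter-Glo luminescence for growth. Inhibitors of TDP-43 toxicity read as activators.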
# GLP1R inv ag: GLP-1 receptor (human) inverse agonism; P43220; HEK293 GLP-1R CRE-luciferase, luminescence, 24 h; GLP-1R form is constitutively active; Potency, µM (doses to about 38.3 µM), for inactives: at the highest dose activity change, negative = inhibition, actives largely listed as inhibitors; hit rate 1.6% among 410,000; further: potency means the concentration at half of the fitted maximal effect; on the % scale 0 is the no-effect control and ±100 the full control effect; nearly all actives have a fitted effect of over 55% in size
# Target sequence (P43220 whole entry, looked up): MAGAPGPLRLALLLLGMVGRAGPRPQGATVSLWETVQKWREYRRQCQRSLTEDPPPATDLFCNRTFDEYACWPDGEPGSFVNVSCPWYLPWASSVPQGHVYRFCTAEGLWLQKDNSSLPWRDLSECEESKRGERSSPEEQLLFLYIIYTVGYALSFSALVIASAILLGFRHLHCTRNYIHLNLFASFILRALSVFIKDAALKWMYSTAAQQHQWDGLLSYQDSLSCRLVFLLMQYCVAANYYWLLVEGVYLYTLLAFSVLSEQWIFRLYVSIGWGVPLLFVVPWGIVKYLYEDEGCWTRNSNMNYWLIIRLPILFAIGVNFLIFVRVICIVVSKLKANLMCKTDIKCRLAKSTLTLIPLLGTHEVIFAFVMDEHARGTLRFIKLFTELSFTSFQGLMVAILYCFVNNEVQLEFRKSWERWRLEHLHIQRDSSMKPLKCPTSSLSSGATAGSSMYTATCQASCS
#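 Luminescence readout: a drop in cAMP-driven luciferase signal flags inverse agonism at a constitutively active GLP-1R stably expressed in HEK293. Compound exposure lasted 24 hr at 37 deg C, 5% CO2.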
# aSyn rescue: alpha-synuclein toxicity inhibition in yeast; Yeast expressing alpha-synuclein, growth rescue, BacTiter-Glo, 24 h; Potency, µM (doses to about 46.1 µM), inactives show at the highest dose growth rescue (activation), actives largely listed as activators; hit rate 0.14% among 370,000; AID 652106; further: potency means the concentration at half of the fitted maximal effect; % of control where 0% means no effect; nearly all actives have a fitted effect of over 65% in size
#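 Rescue of yeast growth: cells expressing toxic alpha-synuclein, induced in galactose at OD600 0.02, incubated with compound 24 h at 30 C. ATP luminescence quantified growth; inhibitors of toxicity appear as activators.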
# Abeta rescue: restores growth of yeast expressing A-beta42 peptide. AID 1347071. hit rate 0.063% among 410,000. yeast expressing A-beta42, growth rescue, OD600, 48 h; response scale: 0% DMSO, 100% iron-clioquinol control. Potency, µM (doses to about 46.1 µM), without a hit: at the highest dose growth rescue, actives largely listed as activators; further: potency means the concentration at half of the fitted maximal effect; nearly all actives have a fitted effect of over 55% in size
#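 Yeast A-beta toxicity model in growth medium with pinned compounds, 48 h at 30 C; growth read as absorbance at 600 nm. Normalized to FeCl3/clioquinol equimolar mix (positive) and DMSO (negative).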
# An asterisk follows results filed as active; i = inactive; ? = inconclusive; nt = no result given; & = joins results of further samples; [ ] = dose if it differs, or a comment. Unless noted, the call rests on the fitted dose curve; in most records, active means well fitted curve in the direction sought with a large enough effect; inconclusive means small, poorly fitted or top-dose-only effect, or another doubt; inactive means no such curve, though single readings can be large; an effect the other way counts as inactive or inconclusive. Some of the compounds tested (hit frequency here may not be typical).
no. | compound | Mm-Cpn inhibitor | HEK293 tox | PTHR1 agonist | FUS yeast rescue | pAkt inh | TDP-43 yeast inh | GLP1R inv ag | aSyn rescue | Abeta rescue
1 | Cc1ccc(N2CC(C(=O)OCC(=O)c3ccc(C)c([N+](=O)[O-])c3)CC2=O)cc1 (stereo unspecified) | -1% | -3% | -3% | 11% | i | -17% | 24% | -4% | 13%
2 | Cc1ccc(C)c(N(CC(=O)NN=C2CCCCCCC2)S(C)(=O)=O)c1 | 0% | 23% | -14% | -38% | i | 5% | 0% | 1% | 8%[9.22 µM]
3 | NS(=O)(=O)c1ccc(CCNC(=O)CN2CCCCC2)cc1 | -1% | -7% | i | 14% | i | nt | 1% | 2% | 14%
4 | C=CCn1c(-c2ccc([N+](=O)[O-])cc2)n[nH]c1=S | 1% | -4% | i | 13% | i | -9% | 18% | -1% | 11%
5 | Cc1cc(OCC(=O)NCCN2CCOCC2)ccc1Br | 2% | -5% | i | 4% | i | 3% | -2% | -2% | -16%
6 | Cc1cc(N/N=C/c2ccccc2O)nc(-c2ccccc2O)n1 | -2% | -7% | -24% | 13% | i | ? | ? | -18% | -7%
7 | Cc1ccc2nc(-c3ccc(NC(=O)CCN4C(=O)c5ccccc5C4=O)cc3)sc2c1 | -3% | 19% | -22% | 20% | i | -12% | 4% | -2% | -20%
8 | CC(C)(Nc1ccccc1)C(=O)c1ccccc1 | 3% | -12% | -24% | 1% | i | -2% | -29% | 14% | 1%
9 | O=S(=O)(c1cccs1)N1CCN(c2cccc(Cl)c2)CC1 | -2% | -11% | i | -3% | i | 21% | ? | 4% | 9%
10 | CCOc1ccc(Nc2ccc(S(=O)(=O)N3CCN(C)CC3)cc2[N+](=O)[O-])cc1OCC | 2% | 0% | i | 19% | i | -4% | -6% | -7% | -13%
11 | NCCC1CCCC(CCN)N1 (stereo unspecified) | -1% | 2% | i | -36% | i | 29% | -7% | 3%&1% | -9%
12 | CCC(C)Cn1cnc2c(SCc3ccccc3F)nc(N)nc21 (stereo unspecified) | nt | -5% | -38%[inhibitor] | -6% | i | -20% | ? | -4% | -5%

# (next part)
no. | compound | Mm-Cpn inhibitor | HEK293 tox | PTHR1 agonist | FUS yeast rescue | pAkt inh | TDP-43 yeast inh | GLP1R inv ag | aSyn rescue | Abeta rescue
13 | O=C1Nc2cc3c(cc2Sc2ccccc21)OCCO3 | 3% | 6% | i | 20% | i | -8% | 0% | 2% | -6%
14 | Cc1c(C)c2c(OCC(=O)O)cc3c(c2oc1=O)CCC(C)(C)O3 | -5% | 2% | i | -15% | i | 8% | 40%[activator] | 0% | -1%
15 | Cc1cc(N2CC(C(=O)O)CC2=O)ccc1Br (stereo unspecified) | 3% | 10% | i | 5% | i | 9% | -14% | -2% | -4%
16 | NC(=O)CC(NC(=O)c1cccc(Br)c1)c1ccc(NC2CCC2)c([N+](=O)[O-])c1 (stereo unspecified) | -9% | 8% | i | 2% | i | 10% | 6% | 4% | -2%
17 | Nc1cccc(NC(=O)CCC(=O)NCc2ccco2)c1 | -5% | 0% | -28% | 11% | i | -1% | -3% | -2% | -5%
18 | Cn1c(SCC(=O)N2CCN(S(=O)(=O)c3ccccc3)CC2)nc2ccccc21 | 5% | 8% | 24%[57.5 µM] | 16% | i | -1% | 9% | 6% | -7%
19 | Cn1c(=O)c(=O)n(C)c2cc(S(=O)(=O)CCC(=O)Nc3ccc(C(F)(F)F)cc3)ccc21 | 1% | -18% | -6% | 8% | i | 1% | 7% | -6% | 2%
20 | COc1cc(NC(=O)CCC2CCCC2)cc(-n2cnnn2)c1 | 0% | -3% | -29% | nt | i | 0% | -13% | 0% | 5%
21 | O=C(NCC(c1ccco1)N1CCCCC1)c1cccc(S(=O)(=O)Nc2ccc(F)cc2)c1 (stereo unspecified) | -1% | -20% | i | 21% | i | 4% | ? | 2% | 10%
22 | CC(=O)Nc1ccc2c(CSc3nnc(-c4cccnc4)n3-c3ccc(C)cc3C)cc(=O)oc2c1 | -18% | -4%[1.53 µM] | i | 31% | i | 2% | -9% | 6% | 8%
23 | COc1ccc2[nH]c3c(c2c1)CCN1C(=O)C(CC(=O)NC/C=C(\C)CCC=C(C)C)C[C@H](C(=O)N2CCOCC2)[C@@]31CCC1CCCC1 (stereo partly specified) | 2% | 8% | -7% | -16% | i | 22% | 17% | 4% | 6%
24 | COc1cc(OC)c(OC)cc1CNCCSc1nnnn1C | 2% | 7% | -6% | 3% | i | -10% | 9% | -4% | -6%

# Limited to GLP1R inv ag and HEK293 tox (2 entries from above):
no. | canonical_smiles | GLP1R inv ag | HEK293 tox
15 | Cc1cc(N2CC(C(=O)O)CC2=O)ccc1Br (stereo unspecified) | -14% | 10%
16 | NC(=O)CC(NC(=O)c1cccc(Br)c1)c1ccc(NC2CCC2)c([N+](=O)[O-])c1 (stereo unspecified) | 6% | 8%

# (next part)
no. | compound | Mm-Cpn inhibitor | HEK293 tox | PTHR1 agonist | FUS yeast rescue | pAkt inh | TDP-43 yeast inh | GLP1R inv ag | aSyn rescue | Abeta rescue
25 | Cc1cc(C)n(-c2ccc(NC(=O)C3CCN(Cc4ccc(C)o4)CC3)cc2)n1 | 0% | -1% | -2% | -20% | i | 23% | ? | 0% | 7%
26 | CCCNS(=O)(=O)c1ccc(OCC(=O)N2CCc3ccccc3C2)c(C)c1 | -9% | -7% | -31%[inhibitor] | 26% | i | 2% | -16% | 2% | 13%
27 | Cc1ccc2nccc(C(=O)N3CCCC(Nc4ccc(C)c(C)c4)C3)c2c1 (stereo unspecified) | 1% | 5% | -3% | -8% | nt | 7% | 4% | -1% | -14%
28 | CCc1cccc(NC(=O)c2oc3ccc4c(c3c2C)C(=O)CC(C)(C)O4)c1 | nt | -9% | i | -16% | nt | 23% | ? | nt | -9%
29 | Cc1ccc(NC(=O)Cc2ccc3c(c2)CCCC3)cc1C | -4% | 18% | i | 16% | i | -24% | ? | -1% | 3%
30 | NNC(=O)c1cc2ccccc2cc1NS(=O)(=O)c1ccccc1 | -5% | 32%[activator] | -9% | 31% | i | 18% | 0% | -13% | -10%
31 | COc1cc(Nc2ncc3c(n2)CCN(Cc2cc(Br)cs2)C3)cc(OC)c1 | nt | -4% | 6% | 31% | nt | ? | ? | nt | 10%
32 | CN(C(=O)C(=O)c1cn(CC(=O)N2CCCC2)c2ccccc12)C1CCCCC1 | 1% | 0% | i | nt | i | 16% | -8% | 3% | 5%
33 | COc1ccc(N2CCN(CCCNC(=O)c3nnc(Cc4ccc(F)cc4)o3)CC2)cc1 | nt | -3% | i | 14% | nt | -10% | -26% | nt | -8%
34 | COC(=O)CSc1nnc(C2COc3ccccc3O2)n1-c1ccccc1 (stereo unspecified) | 0% | 5% | i | 19% | i | -6% | 4% | -28% | -3%
35 | CC1CCCC(=NNC(=O)C2COc3ccccc3O2)C1 (stereo unspecified) | -3% | -3% | 30% | -9% | i | -1% | -14% | -5% | -9%
36 | COc1cc(/C=N/Nc2nc(Nc3ccc(C)cc3)nc(-n3nc(C)cc3C)n2)cc(OC)c1OC | 2% | 4.5µM* | i | 41% | i | -15% | ? | -3% | -16%

# An excerpt from above in order of the GLP1R inv ag value, descending:
nr | Structure | Mm-Cpn inhibitor | PTHR1 agonist | pAkt inh | GLP1R inv ag
10 | CCOc1ccc(Nc2ccc(S(=O)(=O)N3CCN(C)CC3)cc2[N+](=O)[O-])cc1OCC | 2% | i | i | -6%
11 | NCCC1CCCC(CCN)N1 (stereo unspecified) | -1% | i | i | -7%
22 | CC(=O)Nc1ccc2c(CSc3nnc(-c4cccnc4)n3-c3ccc(C)cc3C)cc(=O)oc2c1 | -18% | i | i | -9%
26 | CCCNS(=O)(=O)c1ccc(OCC(=O)N2CCc3ccccc3C2)c(C)c1 | -9% | -31%[inhibitor] | i | -16%
33 | COc1ccc(N2CCN(CCCNC(=O)c3nnc(Cc4ccc(F)cc4)o3)CC2)cc1 | nt | i | nt | -26%

# Continued.
entry	Structure	Mm-Cpn inhibitor	HEK293 tox	PTHR1 agonist	FUS yeast rescue	pAkt inh	TDP-43 yeast inh	GLP1R inv ag	aSyn rescue	Abeta rescue
37	CCC1CCCCN1C(=O)Cn1c(=O)oc2ccccc21 (stereo unspecified)	-1%	-14%	i	-14%	i	4%	-9%	-4%	4%
38	COc1ccc(NC(=O)c2ccc(Oc3ncccn3)cc2)cc1	-1%	-12%	-1%	12%	i	nt	-2%	-3%	6%
39	O=C1CCC(C(=O)N2CCCCCC2)CN1Cc1cccc(C(F)(F)F)c1 (stereo unspecified)	-1%	-9%	-3%	35%	i	-5%	-4%	-3%	-10%
40	O=C(NC1CCCC1)C1CCN(C(=O)c2ccc(-c3ccccc3)cc2)CC1	-1%	16%	-2%	21%	i	15%[9.22 µM]	?	6%	1%
41	COc1ccccc1Oc1ccc2c(c1)C(=O)N(c1ccc(Br)c3cccnc13)C2=O	0%	1%	-22%	5%	i	-17%	0%	5%	3%
42	COc1ccc(NC(=O)NCCCN2CCN(c3cc(C)ccc3C)CC2)cc1	0%	4%	i	6%	i	25%	?	0%	-6%
43	CCCC(O)(CCN1CCOCC1)c1ccc(Cl)cc1 (stereo unspecified)	2%	4%	i	-8%	i	10%	-37%	3%	-3%
44	Cc1ccc(NS(=O)(=O)c2c(C)nc3sccn3c2=O)c(Cl)c1	nt	22%	8%	-21%	nt	10%	6%	nt	-19%
